PvdQ acylase: P. aeruginosa PvdQ acylase inhibitors, primary screen, biochemical, fluorescence, plate reader and imaging, single point; purified PvdQ acylase; inhibition, % at 10 µM; 340,000 tested, 0.063% active; in the data active = inhibition above about 30%, passing the limit was not always enough;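 note: 0% = vehicle neutral wells and 100% = reference inhibitor wells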
PfHsp90 yeast 2: growth inhibition of PfHsp90-expressing yeast, primary screen, antimalarial PfHsp90 inhibitor project, S. cerevisiae, BacTiter-Glo luminescence, single point, set 2; BacTiter-Glo ATP, 48 h; yeast lacking PDR1 and PDR3 efflux regulators; inhibition, % at 9.4 µM; 310,000 tested, 0.32% active;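 active = every replicate shows inhibition above about 80%, whatever the replicate mean, limit read from the data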;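 note: 0% = DMSO neutral controls and 100% = 20 µM radicicol positive controls; yeast relying on Plasmodium falciparum Hsp90 in place of its own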
NSD2 inh: NSD2 histone methyltransferase inhibitors, primary screen, biochemical, AlphaScreen, single concentration, set 2; Histone-lysine N-methyltransferase NSD2 (Homo sapiens), O96028; NSD2 peptide methylation, 120 min; inhibition, % at 12.5 µM; 310,000 tested, 0.54% active; in the data active = inhibition above about 50%
dFosB activator: activators of delta FosB homodimer, primary screen, biochemical, fluorescence polarization, TAMRA-CDK5 oligo, single point | Protein FosB (Mus musculus), P13346 | purified delta FosB; percent of positive-control signal above neutral wells | 340,000 tested, 0.99% active | activation, % at 25 µM | AID 493131, 2011;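 active = mean activation above about 17%, with every replicate also reaching it, limit read from the data, passing the limit was not always enough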;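 note: fluorescence polarization rise as delta FosB binds a TAMRA Cdk5 AP-1 oligo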
Target sequence (P13346 whole entry, looked up): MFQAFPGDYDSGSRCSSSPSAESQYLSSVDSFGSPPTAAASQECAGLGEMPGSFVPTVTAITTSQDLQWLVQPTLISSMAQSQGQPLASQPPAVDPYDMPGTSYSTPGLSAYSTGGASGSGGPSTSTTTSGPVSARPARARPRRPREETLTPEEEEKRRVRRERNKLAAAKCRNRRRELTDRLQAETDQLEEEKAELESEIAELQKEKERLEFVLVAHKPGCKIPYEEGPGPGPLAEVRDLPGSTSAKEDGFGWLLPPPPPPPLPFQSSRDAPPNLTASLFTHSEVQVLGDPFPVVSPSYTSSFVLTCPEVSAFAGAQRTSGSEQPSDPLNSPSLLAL
Rtt109 HAT inh: inhibitors of C. albicans Rtt109/Vps75 HAT, primary screen, biochemical, ThioGlo CoA-SH fluorescence, plate reader. Histone acetyltransferase RTT109 (Candida albicans (strain SC5314 / ATCC MYA-2876)), …. purified Rtt109/Vps75, 4 h. inhibition, % at 34.9 µM. 330,000 tested, 0.16% active;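 active = inhibition of at least 50% in every replicate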
CAL PDZ FP-1: CAL PDZ peptide-binding inhibitors, primary screen, biochemical, fluorescence polarization, Cer-tagged CAL PDZ, HTS; inhibition, % at 20 µM; purified CAL PDZ, TMR-peptide fluorescence polarization, 1 h; AID 504414, 2011; 330,000 tested, 0.02% active;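 active = highest replicate inhibition of at least 40%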;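 note: plate controls were DMSO neutral control wells for no effect and unlabeled competitor peptide control wells for full effect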
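Control set: unlabelled peptide and DMSO controls / Material: purified CerCALP PDZ construct / Timing: 1 h incubation at room temperature before polarization reading / Doses: 20 µM, one dose / Detection: fluorescence polarization (mP)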
SR-BI DiI-HDL act: activators of SR-BI mediated DiI-HDL uptake, primary screen, ldlA[mSR-BI] CHO cells, DiI fluorescence. 3 h; 100 = double the neutral-control signal. activation, % at 12.5 µM. 320,000 tested, 0.096% active. AID 504775, 2011;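 active = mean replicate activation of at least 60% and every replicate at or above 60%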;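 note: 0% = median plate neutral-control signal and 100% = twice that signal; values of inactives mirror those of a sister screen read the other way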
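Test system: SR-BI-overexpressing, LDLR-lacking CHO cells; Also added: labelled HDL, 10 µg/mL; Measured by: bottom-read cell fluorescence after medium removal, ex 550/em 595 nm; Timing: 3 h uptake period with compound, 37 °C; Buffer or medium: F12, 0.5% BSA, 25 mM HEPES; Doses: single compound concentration, delivered by pin transfer.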
SR-BI DiI inh: inhibitors of SR-BI mediated HDL lipid uptake, primary screen, ldlA[mSR-BI] cells, fluorescence, single point; Scavenger receptor class B member 1 (Mus musculus), Q61009; ldlA[mSR-BI] CHO cells, DiI-HDL uptake fluorescence, 3 h; inhibition, % at 12.5 µM; 320,000 tested, 0.96% active; AID 488896, 2010;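 active = mean replicate inhibition of at least 70% and a set share of replicates each scoring 70 or more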;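 note: 0% = median of neutral control wells and 100% = median of positive control wells; values of inactives mirror those of a sister screen read the other way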
Target sequence (Q61009 whole entry, looked up): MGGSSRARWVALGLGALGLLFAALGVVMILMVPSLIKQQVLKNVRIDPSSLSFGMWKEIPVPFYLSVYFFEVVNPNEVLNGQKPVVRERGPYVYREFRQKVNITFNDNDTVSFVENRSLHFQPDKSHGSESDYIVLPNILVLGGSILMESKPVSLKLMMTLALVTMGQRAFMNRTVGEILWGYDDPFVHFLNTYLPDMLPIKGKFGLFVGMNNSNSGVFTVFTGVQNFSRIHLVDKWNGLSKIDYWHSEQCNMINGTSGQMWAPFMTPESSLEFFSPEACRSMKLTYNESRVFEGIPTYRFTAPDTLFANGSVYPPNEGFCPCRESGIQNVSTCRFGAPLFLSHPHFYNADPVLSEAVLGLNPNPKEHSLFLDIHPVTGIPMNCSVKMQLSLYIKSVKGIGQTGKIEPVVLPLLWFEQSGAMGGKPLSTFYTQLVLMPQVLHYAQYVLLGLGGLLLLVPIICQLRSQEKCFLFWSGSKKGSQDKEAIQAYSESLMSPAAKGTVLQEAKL
CAL PDZ FP-2: untagged CAL PDZ binding inhibitors, primary screen, biochemical, fluorescence polarization, HTS; Golgi-associated PDZ and coiled-coil motif-containing protein (Homo sapiens), Q9HD26; purified CAL PDZ, TMR-peptide fluorescence polarization, 1 h; inhibition, % at 24.9 µM; 300,000 tested, 0.92% active; AID 602252, 2012;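 active = mean inhibition of at least 30% with at least half of replicates also reaching 30%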;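 note: 0% = DMSO neutral control and 100% = excess unlabeled competitor peptide PRC23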
MITF act: activators of MITF-driven TRPM1 promoter reporter, primary screen, cell-based, SK-MEL-5, luciferase, single point | SK-MEL-5 TRPM1-promoter luciferase, 24 h; % of positive control, neutral wells = 0 | activation, % at 12.5 µM | 300,000 tested, 0.75% active | AID 588334, 2011;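 active = mean activation of at least 80% with every replicate also reaching 80%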;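 note: 0% = neutral control wells and 100% = parthenolide positive control wells; values of inactives mirror those of a sister screen read the other way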
Starred values were filed as active, the others as inactive; x = not tested or not shown; & = joins results of further samples.

SMILES	PvdQ acylase	PfHsp90 yeast 2	NSD2 inh	dFosB activator	Rtt109 HAT inh	CAL PDZ FP-1	SR-BI DiI-HDL act	SR-BI DiI inh	CAL PDZ FP-2	MITF act
CCOC(=O)c1nnn(-c2ccccc2C#N)c1C	-5	12	5	-11	4	1.1	x	x	-2	-1
Cc1cccc(NC(=O)C2CCCN(c3cnccn3)C2)c1 (configuration not stated)	-18	13	-2	-2	3	-2.7	-16	16	-4	-7
CCCCn1c2c(c(=N)c3ccccc31)CCC2	-13	-1	-2	2	0	-0.5	34	-34	x	x
Cc1ccc(C(=O)NC(NC(=S)Nc2ccc(S(N)(=O)=O)cc2)C(Cl)(Cl)Cl)cc1 (configuration not stated)	-9	14	2	-7	13	-5.1	19	-19	0	10
Cn1c(SCC(=O)Nc2ccc3c(c2)CCC3)nnc1C1CC1	-15	x	1	3	-3	-3.1	24	-24	-4	15
Cn1c(=O)c(C(=O)NCc2ccccc2Cl)c(O)c2ccccc21	5	-2	-1	-3	2	-0.9	6	-6	1	8
Nc1nc(SCC(=O)NCC2CCCO2)n[nH]1 (configuration not stated)	4	30	-4	1	x	-3.0	7	-7	6	-2
CCOC(=O)c1sc2nc(C)nc(SCC(=O)N(C)C3CCS(=O)(=O)C3)c2c1C (configuration not stated)	-2	46	-27	-13	50*	-2.6	-11	11	-4	5
COc1ccc(NC(=O)Cc2ccc(Cl)c(Cl)c2)cn1	8	-26	-3	-6	x	-0.2	2	-2	-6	-3
CCOc1ccc(C(=O)CC(C(=O)O)N2CCN(Cc3ccccc3)CC2)cc1 (configuration not stated)	6	-31	x	3	15	-0.4	20	-20	1	-6
CCOC(=O)c1c(C)oc2c(CN3CCN(C)CC3)c(Br)c(OC)c(O)c12	4	6	12	-15	2	-1.6	-1	1	-7	0
N#C/C(=C(/O)c1cccs1)c1nnc2n1CCCCC2	-19	-24	-3	-2	3	-2.3	3	-3	0	7
O=S(=O)(Nc1ccc(Br)cc1)c1cccc2nonc12	10	-12	1	2	4	0.3	-1	1	9	3
O=C1CCC(C(=O)N(Cc2ccco2)C2(C(=O)NC3CCCC3)CCCCC2)N1 (configuration not stated)	-17	-16	x	-9	-5	-0.9	34	-34	-6	x
Cc1[nH]c(=O)[nH]c(=O)c1NC(=O)c1ccc(OC(C)C)cc1	-8	41	-1	-4	5	-0.9	-16	16	3	7
O=C(Cn1cnc2c(nnn2Cc2ccc(F)cc2)c1=O)NCc1ccccc1	-14	-4	3	3	-5	-3.6	x	x	0	-4
COc1ccc(NC(=O)c2cc3cc(OC)ccc3oc2=N)cc1	5	-7	1	-1	-7	-1.2	-36	36	0	40
O=C(NCC1CCCO1)c1ccc([N+](=O)[O-])o1 (configuration not stated)	-1	-10	2	-6	2	0.1	15	-15	-1	-23
O=C(O)COc1ccccc1/C=N/NC(=O)c1cc2ccccc2cc1O	4	8	10	5	37	-1.9	23	-23	-5	-19
CCC(C)(C)NC(=O)/C=C/c1ccc(OC)c(S(=O)(=O)N2CCOCC2)c1	-3	13	0	-7	1	0.0	15	-15	1	-5
O=C(Nc1nnc(S(=O)(=O)N2CCCCCC2)s1)c1ccccc1Br	-13	-51	x	-3	-10	-0.7	8	-8	x	5
CCCCOc1ccc(-c2nc(/C=N/c3nccs3)c(O)o2)cc1	-3	-6	-1	-17	4	1.3	-4	4	-7	18
Cc1c2cccn2cc[n+]1C	10	-11	0	-1	-49	-0.3	4	-4	x	x
COc1ccc(CCn2c(=N)c(C(=O)NC3CCCC3)cc3c(=O)n4ccccc4nc32)cc1OC	5	6	23	-5	-2	-1.1	24	-24	x	7
O=C(COC(=O)c1ccccn1)Nc1ccccc1OC(F)F	-6	-2	0	-6	-1	0.0	7	-7	x	-3
COC(=O)[C@@H](NC(=O)NCc1ccco1)C(C)C	-9	2	4	0	-11	-0.7	38	-38	x	1
CCOC(=O)c1[nH]ncc1CN1CCCC(C(=O)c2cccc(OC(C)C)c2)C1 (configuration not stated)	-10	-6	2	-3	x	-2.1	20	-20	-3	4
Cc1cc(C)cc(OCC(=O)OCC(=O)NCc2ccco2)c1	-8	-26	-12	-6	-9	-1.6	-2	2	-3	-8
CSCC[C@H](NC(=O)CC(C)(C)C)c1nc2ccccc2[nH]1	3	3	-1	-3	8	-2.8	9	-9	x	-6
COc1ccc(NN=Nc2nc3c([nH]2)c(=O)n(C)c(=O)n3C)cc1	2	-10	5	3	0	-0.4	0	0	-5	x
CCc1nnc(N/N=C/c2cccs2)n1N	16	-2	-3	-3	2	-0.6	-2	2	-3	-6
O=C1S/C(=C\c2ccc(N3CCOCC3)o2)C(=O)N1Cc1c(F)cccc1Cl	-14	97*	0	-9	6	-2.2	-29	29	-4	-5
COc1ccc(Nc2nc(-c3ccc(OC)cc3)cs2)cc1	-11	-6	1	-1	-2	-0.8	-41	41	x	94*
O=C(CCc1c[nH]c2ccccc12)NCC1CCCO1 (configuration not stated)	-20	3	-1	6	4	-1.5	15	-15	-1	x
Cc1noc(NS(=O)(=O)c2ccc(NC(=O)CSc3n[nH]c(-c4ccccc4)n3)cc2)c1C	-6	7	18	-2	0	-2.2	7	-7	14	7
CN[C@H]1CC[C@@H](c2ccc(Cl)c(Cl)c2)c2ccccc21	-8&-8	-7&-12	x	-5&-1	0&19	-1.9&-3.2	16&6	-16&-6	-1&-2	-16&-4
O=C1CC(=O)Nc2cc(S(=O)(=O)NCc3cccs3)ccc2N1	-11	0	2	-2	-4	-0.3	26	-26	12	-3
COc1ccc(Cl)cc1NC(=O)CCS(=O)(=O)c1ccc(Br)cc1	2	-25	8	-10	0	-0.1	-21	21	-4	0
O=C(CSc1nc(-c2ccccc2)cc(C(F)(F)F)n1)NCCN1CCOCC1	5	11	1	-8	13	-0.9	-50	50	0	-1
COCCCNC(=O)CSc1nc2ccccc2c(=O)n1CCCN1CCCCC1	-14	11	3	-4	-1	0.1	23	-23	-3	-2
C/C(=N\NC(=O)c1ccc(Cl)cc1)c1ccc2[nH]ccc2c1	7	20	0	-6	1	x	-21	21	-3	-11
O=C(OCC(=O)N1CCCC1)c1ccccc1O	-13	19	1	5	-1	-1.1	26	-26	-4	45
O=C(COC(=O)/C=C/c1cccc(C(F)(F)F)c1)NCc1ccco1	-16	-28	0	4	0	-1.4	-3	3	0	-11
O=C(Cn1cc(SCc2ccccc2Cl)c2ccccc21)N1CCOCC1	-6	-34	0	-13	6	-0.7	-28	28	-3	28
COc1ccc(C(=O)CCc2nc3ccccc3s2)cc1	-1	-13	-3	1	-3	-1.2	13	-13	3	-3
O=C(NCc1ccc(F)c(F)c1)C1CCC(=O)N(CCc2ccccc2)C1 (configuration not stated)	-6	31	-1	2	-5	-1.4	-15	15	-2	-7
Cc1cc(N=CC2=C(O)CCCC2=O)no1	-8	-1	11	-3	0	-1.0	2	-2	-2	5
Cc1ccc(-c2ccc(S(=O)(=O)N3CC(C)OC(C)C3)cc2)cc1 (configuration not stated)	-8	-44	17	-4	-6	-1.6	x	23	-3	-18
CN(C)CC(O)COc1cccc(OCC(O)CN(C)C)c1 (configuration not stated)	-2	2	-3	11	1	-1.0	-18	18	-1	0
O=C1C2C3C=CC(CC3)C2C(=O)N1/N=C/c1ccccc1O (configuration not stated)	-1	7	0	-7	4	-2.3	12	-12	-3	8
CCCc1nnc(SCC(=O)N2C(C)CCCC2C)n1CC (configuration not stated)	-6	-12	-11	5	1	-1.1	18	-18	9	14

Screening results as filed in PubChem.

The order is random, and some 4.3% of all compounds hit somewhere here.
